GPR35 arrestin U2OS – inhibition of zaprinast-stimulated GPR35 beta-arrestin translocation – imaging, U2OS, beta-arrestin-GFP, zaprinast agonist, primary screen (AID 2058); U2OS GPR35 beta-arrestin-GFP translocation imaging, zaprinast antagonism; higher % means a stronger effect; inhibition, % at 10 µM, or IC50 in µM where a hit was titrated; 290,000 compounds, 0.052% hits;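 active = inhibition of at least 50% with at least 30 cells and total cytoplasm GFP at most 10,000,000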
HIV peptide binding – cell-free HIV fusion peptide-binding blockers – biochemical, uHTS, fluorescence dequenching, primary screen (AID 1986); cell-free peptide binding, fluorescence dequenching, 30 min; higher % means a stronger effect; 290,000 compounds, 0.3% hits; one-dose inhibition, % at 20 µM; IC50 in µM for titrated hits; in the data active = inhibition mostly above about 52%, no sharp cut-off; inactive = mostly below about 76%; note: some results filed as inactive read as strong as hits
NS5 inhibitors – flavivirus cap methylation enzyme inhibition – biochemical, confirmation dose response, primary screen (AID 588689); inhibition, % at 25 µM, or IC50 in µM where a hit was titrated; Dengue-2 NS5 methyltransferase capping enzyme assay, biochemical; higher % means a stronger effect; 340,000 compounds, 0.3% hits; in the data active = a potency from the dose series
GPR55 activation – GPR55 agonists via beta-arrestin recruitment, primary screen, imaging, U2OS cells, beta-arrestin-GFP redistribution (AID 1961) | U2OS GPR55 beta-arrestin-GFP redistribution imaging; higher % means a stronger effect | activation, % at 10 µM, or EC50 in µM where a hit was titrated | 290,000 compounds, 0.048% hits;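 active = activation above 40% with more than 50 cells counted in the well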;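 note: U2OS osteosarcoma cells stably expressing GPR55 and beta-arrestin-GFP; plate controls were DMSO negative control for no effect and LPI positive control for full effect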
K1F lysis inhibition – inhibition of K1F phage lysis, E. coli UTI89, bacterial capsule biogenesis inhibitors, alamar blue (AID 488966); E. coli UTI89 K1F phage lysis, alamar blue, 2 h; higher % means a stronger effect; inhibition, % at 100 µM, or IC50 in µM where a hit was titrated; 340,000 compounds, 0.02% hits;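 active = phage lysis inhibition, versus mean bacterial control, above a set limit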;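 note: capsule biogenesis inhibitors block K1F phage lysis so surviving cells raise fluorescence; higher fluorescence means more inhibition of phage lysis; actives were called in the ten point dose series up to 300 µM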
AID2073 – inhibitors of Mint1-CaV2.2 protein interaction, biochemical, HTRF (AID 2073). HTRF protein-protein interaction, Mint1-CaV2.2; higher % means a stronger effect. inhibition, % at 20 µM; hits with a dose series show IC50 in µM. 290,000 compounds, 0.19% hits; in the data active = inhibition mostly above about 51%, no sharp cut-off; note: some results filed as inactive read as strong as hits
GPR55 LPI antagonism – inhibition of LPI-stimulated GPR55 beta-arrestin translocation – imaging, U2OS, beta-arrestin-GFP, LPI agonist, primary screen (AID 2013) | 290,000 compounds, 0.13% hits | U2OS GPR55 beta-arrestin-GFP translocation imaging, LPI antagonism; higher % means a stronger effect | one-dose inhibition, % at 10 µM; IC50 in µM for titrated hits;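 active = spots per cell inhibited over 60%, with over 100 cells counted and total cytoplasm intensity under 500,000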;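 note: U2OS cells stably carrying GPR55 and arrestin-GFP stimulated by 5 µM LPI near EC80; imaged beta-arrestin-GFP aggregate spots per cell after agonist stimulation; plate controls were LPI-stimulated DMSO wells for no effect and DMSO wells without LPI for full effect; some results filed as inactive read as strong as hits; confirmed hits need IC50 under 10 µM and bright autofluorescent wells are also inconclusive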
Siah-1 displacement – blockers of Siah-1 interaction with plectin peptide – biochemical, fluorescence polarization, rhodamine-plectin, uHTS, primary screen (AID 1817); Siah-1 / rhodamine-plectin peptide fluorescence polarization; higher % means a stronger effect; 290,000 compounds, 0.02% hits; one-dose displacement, % at 20 µM; IC50 in µM for titrated hits;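 active = displacement of at least 50% at 20 µM, with a fluorescence ratio check between 0.3 and a set limit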;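 note: plate controls were Siah plus tracer with DMSO for no effect and tracer alone without Siah for full effect; strong numbers were not always called active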
NTR1 ag – agonists of NTR1, primary screen, imaging, U2OS cells, beta-arrestin-GFP, high content (AID 493036); NTR1-U2OS beta-arrestin-GFP spot imaging, agonist mode; 330,000 compounds, 0.17% hits; activation, % at 20 µM;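 active = activation at or above 40% of the spot to cytoplasm intensity ratio, with at least 20 cells analyzed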;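 note: 0% = DMSO without peptide and 100% = 100 nM NTR1 peptide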
Target sequence (P30989 whole entry, looked up): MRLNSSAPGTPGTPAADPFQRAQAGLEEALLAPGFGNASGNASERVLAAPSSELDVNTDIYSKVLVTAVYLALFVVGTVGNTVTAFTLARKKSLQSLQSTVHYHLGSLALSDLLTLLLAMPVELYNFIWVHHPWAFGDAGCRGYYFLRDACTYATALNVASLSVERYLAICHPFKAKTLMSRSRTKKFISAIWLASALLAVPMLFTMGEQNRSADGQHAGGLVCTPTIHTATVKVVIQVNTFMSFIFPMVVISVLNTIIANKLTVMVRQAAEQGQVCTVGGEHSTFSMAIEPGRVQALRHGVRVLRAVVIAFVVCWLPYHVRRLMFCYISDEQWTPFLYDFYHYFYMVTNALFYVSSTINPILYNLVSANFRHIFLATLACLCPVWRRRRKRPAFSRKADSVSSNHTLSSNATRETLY
NTR1 ag cell count 20 µM – second read-out of NTR1 ag, no call of its own (marks repeat the call); cell count; measured here: cell count, cytotoxicity flag
NS5 inhibitors pilot replicate – further read-out of NS5 inhibitors, marked with its call; inhibition, %; measured here: pilot screen replicate inhibition
* hit, by the source's call; [ ] = remark or other dose.

For COc1ccc(C(=O)Nc2cc(Cl)ccc2C(=O)O)cc1 the results were GPR35 arrestin U2OS -7%, HIV peptide binding 25%, NS5 inhibitors 7%, GPR55 activation 0.4%, K1F lysis inhibition -4.2%, AID2073 25%, GPR55 LPI antagonism 0%, Siah-1 displacement 4%, NTR1 ag 1.1 and NTR1 ag cell count 20 µM 29.
Screening O=C(COc1ccc2c(c1)OCO2)Nc1ccc2c(c1)oc1ccccc12 returned GPR35 arrestin U2OS 18%, HIV peptide binding -1.3%, NS5 inhibitors -2%, GPR55 activation -0.1%, K1F lysis inhibition -0.3%, AID2073 7%, GPR55 LPI antagonism 0%, Siah-1 displacement -1%, NTR1 ag -2.0 and NTR1 ag cell count 20 µM 35.
O=C(NCCCn1ncc2ccccc21)c1cc(COc2c(F)cccc2F)on1 was read as GPR35 arrestin U2OS 6%, HIV peptide binding -0.8%, NS5 inhibitors 3%, GPR55 activation -0.1%, K1F lysis inhibition -0.8%, AID2073 -9%, GPR55 LPI antagonism -3%, Siah-1 displacement 5%, NTR1 ag 0.3 and NTR1 ag cell count 20 µM 45.
For CC(C)C(=O)Nc1ccc(C(=O)NNC(=O)CCCOc2ccc(Cl)cc2Cl)cc1 the results were GPR35 arrestin U2OS 1%, HIV peptide binding -4.2%, NS5 inhibitors -1%, GPR55 activation -0.1%, K1F lysis inhibition 0.5%, AID2073 -2%, GPR55 LPI antagonism 1%, Siah-1 displacement 12%, NTR1 ag 2.9 and NTR1 ag cell count 20 µM 62.
`CCOc1cccc(C(=O)NC(=S)NCc2cccnc2)c1` gave GPR35 arrestin U2OS -16%, HIV peptide binding -0.5%, NS5 inhibitors -4%, GPR55 activation 0.3%, K1F lysis inhibition 6.2%, AID2073 -6%, GPR55 LPI antagonism -14%, Siah-1 displacement -2%, NTR1 ag 1.1 and NTR1 ag cell count 20 µM 42.
`CC1C(=O)N2CCCc3cc(S(=O)(=O)N(C)Cc4ccccc4)cc1c32` (stereo unspecified) gave GPR35 arrestin U2OS 2%, HIV peptide binding 0.7%, NS5 inhibitors -7%, GPR55 activation -0.2%, K1F lysis inhibition 1.3%, AID2073 4%, GPR55 LPI antagonism 11%, Siah-1 displacement 6%, NTR1 ag 1.2 and NTR1 ag cell count 20 µM 59.
Cc1cc(NS(=O)(=O)c2ccc(NC(=S)NC(=O)c3ccc(Cl)cc3Cl)cc2)no1 was read as GPR35 arrestin U2OS -5%, HIV peptide binding 24%, NS5 inhibitors 17%, GPR55 activation -0.4%, K1F lysis inhibition -0.8%, AID2073 5%, GPR55 LPI antagonism -7%, Siah-1 displacement 3%, NTR1 ag -0.5 and NTR1 ag cell count 20 µM 57.
Cc1cccc(NC(=O)CCNS(=O)(=O)c2cccc3nonc23)c1C was read as GPR35 arrestin U2OS -9%, HIV peptide binding 0.4%, NS5 inhibitors -3%, GPR55 activation 0.6%, K1F lysis inhibition -3.6%, AID2073 0%, GPR55 LPI antagonism -1%, Siah-1 displacement 0%, NTR1 ag -2.6 and NTR1 ag cell count 20 µM 87.
`COc1ccc2c(c1)c(C(=O)N/N=C/c1ccc(O)c(O)c1)c(C)n2C` gave GPR35 arrestin U2OS -13%, HIV peptide binding 8.0%, NS5 inhibitors -5%, GPR55 activation 0.5%, K1F lysis inhibition 1.5%[50 µM], AID2073 -31%, GPR55 LPI antagonism 4%, Siah-1 displacement 5%, NTR1 ag 4.1 and NTR1 ag cell count 20 µM 75.
CC(C)c1ccc(NC(=O)Nc2cnccn2)cc1 was read as GPR35 arrestin U2OS -4%, HIV peptide binding 1.3%, NS5 inhibitors 0%, GPR55 activation -0.1%, K1F lysis inhibition -0.1%, AID2073 8%, GPR55 LPI antagonism 4%, Siah-1 displacement -3%, NTR1 ag 1.2 and NTR1 ag cell count 20 µM 62.
For CCC(C)(C)n1nnnc1C(c1ccncc1)N1CCN(c2cccc(OC)c2)CC1 (stereo unspecified) the results were GPR35 arrestin U2OS 13%, HIV peptide binding -0.8%, NS5 inhibitors -3%, GPR55 activation -0.1%, K1F lysis inhibition 4.5%, AID2073 15%, GPR55 LPI antagonism 4%, Siah-1 displacement 2%, NTR1 ag 0.2 and NTR1 ag cell count 20 µM 43.
Screening CCc1ccccc1NS(=O)(=O)c1cc(C)ccc1OC returned GPR35 arrestin U2OS -2%, HIV peptide binding -1.7%, NS5 inhibitors 2%, GPR55 activation -0.1%, K1F lysis inhibition -0.2%, AID2073 -2%, GPR55 LPI antagonism 5%, Siah-1 displacement 0%, NTR1 ag 1.2 and NTR1 ag cell count 20 µM 50.
Cc1ccc(NC(=O)Nn2cnnc2)c(C)c1 was read as GPR35 arrestin U2OS -8%, HIV peptide binding -0.3%, NS5 inhibitors -12%, GPR55 activation -0.1%, K1F lysis inhibition 0.0%[50 µM], AID2073 11%, GPR55 LPI antagonism 4%, Siah-1 displacement -1%, NTR1 ag 3.5 and NTR1 ag cell count 20 µM 46.
Screening Cc1ccc(-c2nc(CS(=O)(=O)CC(=O)NC3CCCCC3C)c(C)o2)cc1 (stereo unspecified) returned GPR35 arrestin U2OS -10%, HIV peptide binding 2.8%, NS5 inhibitors -5%, GPR55 activation -0.1%, K1F lysis inhibition 0.4%, AID2073 5%, GPR55 LPI antagonism 1%, Siah-1 displacement 0%, NTR1 ag 1.5 and NTR1 ag cell count 20 µM 91.
`CCOC(=O)N/N=C/c1cn(Cc2ccc(Cl)cc2)c2ccccc12` gave GPR35 arrestin U2OS -8%, HIV peptide binding -0.1%, NS5 inhibitors 0%, GPR55 activation 0.3%, K1F lysis inhibition 0.3%, AID2073 11%, GPR55 LPI antagonism 14%, Siah-1 displacement 9%, NTR1 ag 4.8 and NTR1 ag cell count 20 µM 60.
For CCn1c(=O)c2c(cnn2C)c2ccccc21 the results were GPR35 arrestin U2OS -9%, HIV peptide binding -0.5%, NS5 inhibitors 6%, GPR55 activation 0.0%, K1F lysis inhibition 1.3%, AID2073 -6%, GPR55 LPI antagonism -4%, Siah-1 displacement -5%, NTR1 ag 1.1 and NTR1 ag cell count 20 µM 80.
Screening C=C1CCC[C@]2(C)C[C@H]3OC(=O)C(CN4CCOCC4)[C@H]3C[C@@H]12 (stereo partly specified) returned GPR35 arrestin U2OS 9%, HIV peptide binding -0.8%, NS5 inhibitors -4%, GPR55 activation 0.0%, K1F lysis inhibition -0.1%, AID2073 12%, GPR55 LPI antagonism -4%, Siah-1 displacement -6%, NTR1 ag -1.0 and NTR1 ag cell count 20 µM 91.
Screening CCOc1ccc(-c2nn(-c3ccccc3)cc2/C=C2\SC(N)=NC2=O)cc1C returned GPR35 arrestin U2OS -1%, HIV peptide binding 3.9%, NS5 inhibitors -8%, GPR55 activation 0.0%, K1F lysis inhibition 0.7%, AID2073 31%, GPR55 LPI antagonism 14%, Siah-1 displacement 10%, NTR1 ag 18 and NTR1 ag cell count 20 µM 55.
`CCOC(=O)c1c(C)[nH]c(C(=O)COC(=O)C2(C)CC2(Cl)Cl)c1C` (stereo unspecified) gave GPR35 arrestin U2OS 7%, HIV peptide binding 0.8%, NS5 inhibitors -1%, GPR55 activation -0.2%, K1F lysis inhibition 0.7%, AID2073 -6%, GPR55 LPI antagonism 9%, Siah-1 displacement -5%, NTR1 ag 15, NTR1 ag cell count 20 µM 89 and NS5 inhibitors pilot replicate 3.3.
OCCCNc1cc(-c2ccnc(Nc3cccc(Cl)c3)n2)ccn1 was read as GPR35 arrestin U2OS 16%, HIV peptide binding -2.4%, NS5 inhibitors -7%, GPR55 activation -0.1%, K1F lysis inhibition -0.8%, AID2073 22%, GPR55 LPI antagonism 22%, Siah-1 displacement 4%, NTR1 ag 28 and NTR1 ag cell count 20 µM 61.
Screening CCN1C(=O)/C(=C2/C=Cc3ccccc3N2CC)SC1=S returned GPR35 arrestin U2OS 3%, HIV peptide binding -4.0%, NS5 inhibitors 12%, GPR55 activation -0.3%, K1F lysis inhibition -0.1%, AID2073 1%, GPR55 LPI antagonism 7%, Siah-1 displacement -4%, NTR1 ag 1.7 and NTR1 ag cell count 20 µM 102.
For CCOC(=O)C1=C(C)NC(C)=C(C(=O)OCC)C1C(=O)OCC(N)=O the results were GPR35 arrestin U2OS 12%, HIV peptide binding -0.9%, NS5 inhibitors -8%, GPR55 activation 0.2%, K1F lysis inhibition 0.9%, AID2073 -5%, GPR55 LPI antagonism 0%, Siah-1 displacement -3%, NTR1 ag -1.2 and NTR1 ag cell count 20 µM 54.
`O=C1c2ccc3c4c(ccc(c24)C(=O)N1c1ccc(O)cc1)C(=O)N(c1ccc(O)cc1)C3=O` gave GPR35 arrestin U2OS -2%, HIV peptide binding -5.3%, NS5 inhibitors -8%, GPR55 activation 0.7%, K1F lysis inhibition 0.8%, AID2073 2%, GPR55 LPI antagonism 15%, Siah-1 displacement 8%, NTR1 ag 4.8 and NTR1 ag cell count 20 µM 53.
CC(NC(=O)Cc1ccc(S(=O)(=O)N2CCOCC2)s1)c1ccc(Cl)cc1Cl (stereo unspecified) was read as GPR35 arrestin U2OS -7%, HIV peptide binding 2.0%, NS5 inhibitors -2%, GPR55 activation -0.1%, K1F lysis inhibition -0.9%[50 µM], AID2073 12%, GPR55 LPI antagonism 14%, Siah-1 displacement 11%, NTR1 ag 1.3 and NTR1 ag cell count 20 µM 61.
For COc1ccc(OC)c(C2C(C(C)=O)=C(O)C(=O)N2CCN2CCOCC2)c1 (stereo unspecified) the results were GPR35 arrestin U2OS 23%, HIV peptide binding -1.2%, NS5 inhibitors -5%, GPR55 activation 0.2%, K1F lysis inhibition 0.5%, AID2073 -5%, GPR55 LPI antagonism 6%, Siah-1 displacement 1%, NTR1 ag -1.4 and NTR1 ag cell count 20 µM 94.
For Nc1nc(SCC(=O)c2ccc(F)cc2)n[nH]1 the results were GPR35 arrestin U2OS 3%, HIV peptide binding -0.6%, NS5 inhibitors -1%, GPR55 activation -0.2%, K1F lysis inhibition -0.7%, AID2073 25%, GPR55 LPI antagonism 6%, Siah-1 displacement -2%, NTR1 ag 0.5 and NTR1 ag cell count 20 µM 43.
Screening Clc1nc(-c2ccccn2)nc2scc(-c3ccccc3)c12 returned GPR35 arrestin U2OS -7%, HIV peptide binding -1.5%, NS5 inhibitors -4%, GPR55 activation 0.2%, K1F lysis inhibition 0.4%, AID2073 4%, GPR55 LPI antagonism 6%, Siah-1 displacement -5%, NTR1 ag 18 and NTR1 ag cell count 20 µM 72.

Screening results as filed in PubChem BioAssay.
